Bioassay records as filed in PubChem.
RXFP1 antagonist: blocks the human relaxin receptor RXFP1 | AID 1259400 | HEK293-RXFP1, relaxin-stimulated cAMP HTRF, 30 min; stronger effect = lower value | 0.59% of 350,000 active | activity change, negative = inhibition, % at 57.5 µM | Q9HBX9;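 active = activity change of -60% or lower, but not beyond a set lower limit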; also: % is scaled to controls: 0 for no effect and ±100 for the full control effect
TRHR enhancer: TRH receptor (human) allosteric enhancement; 0.66% of 360,000 active; P34981; enhancement, % at 2 µM; TRHR cells, fluo-8 calcium fluorescence, EC20 TRH enhancement; in the data active = enhancement above about 30%; also: 0% is about no effect
Target sequence (P34981 whole entry, looked up): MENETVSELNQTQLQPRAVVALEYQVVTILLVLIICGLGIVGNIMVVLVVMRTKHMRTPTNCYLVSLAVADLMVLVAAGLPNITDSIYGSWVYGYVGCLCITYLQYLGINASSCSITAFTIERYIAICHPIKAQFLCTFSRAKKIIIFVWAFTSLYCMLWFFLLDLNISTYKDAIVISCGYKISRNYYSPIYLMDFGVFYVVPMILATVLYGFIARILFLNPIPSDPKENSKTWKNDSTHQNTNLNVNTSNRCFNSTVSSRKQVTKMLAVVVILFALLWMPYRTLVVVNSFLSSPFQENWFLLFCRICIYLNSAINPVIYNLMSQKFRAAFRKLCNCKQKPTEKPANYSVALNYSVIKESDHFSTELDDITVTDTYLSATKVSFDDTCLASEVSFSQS
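Enhancer read-out: after compound pinning and an initial kinetic agonist-mode read, an EC20 of TRH (10 nM final) was injected and fluo-8 calcium signal (Ex 480/Em 530) followed at 1 s/cycle for 100 cycles in TRHR-expressing cells.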
D2 ag: D2 dopamine receptor (human) agonism; HEK293 T-REx D2 cells, calcium flux agonist mode; activation, % at 2 µM; 0.53% of 340,000 active; AID 485358;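 active = activation over 3 SD above normal in the single-dose calcium agonist read, cut at about 30% in these data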; also: 0% is about no effect
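Agonism is scored from calcium flux in a force-coupled, inducible HEK293 cell line expressing D2, read kinetically for 180 s after compound addition against dopamine controls.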
D2 PAM: D2 dopamine receptor (human) potentiation; P14416; HEK293 T-REx D2, calcium flux, EC20 dopamine potentiation; potentiation, % at 10 µM; 0.34% of 340,000 active;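 active = potentiation over 3 SD above the plate norm, cut at about 30% in these data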; also: 0% is about no effect
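Using a no-wash calcium dye in inducible, force-coupled HEK293 Trex cells expressing D2, we tracked fluorescence each second for 180 s after compound, then for 180 s after EC20 dopamine to detect augmented signalling.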
D1 potentiator: human D1 dopamine receptor positive modulation; HEK293 TREx D1 cells, calcium flux, dopamine EC20 potentiation; potentiation, % at 10 µM; 0.036% of 360,000 active; AID 504651; in the data active = potentiation above about 30%; also: 0% is about no effect
Target sequence (P21728 whole entry, looked up): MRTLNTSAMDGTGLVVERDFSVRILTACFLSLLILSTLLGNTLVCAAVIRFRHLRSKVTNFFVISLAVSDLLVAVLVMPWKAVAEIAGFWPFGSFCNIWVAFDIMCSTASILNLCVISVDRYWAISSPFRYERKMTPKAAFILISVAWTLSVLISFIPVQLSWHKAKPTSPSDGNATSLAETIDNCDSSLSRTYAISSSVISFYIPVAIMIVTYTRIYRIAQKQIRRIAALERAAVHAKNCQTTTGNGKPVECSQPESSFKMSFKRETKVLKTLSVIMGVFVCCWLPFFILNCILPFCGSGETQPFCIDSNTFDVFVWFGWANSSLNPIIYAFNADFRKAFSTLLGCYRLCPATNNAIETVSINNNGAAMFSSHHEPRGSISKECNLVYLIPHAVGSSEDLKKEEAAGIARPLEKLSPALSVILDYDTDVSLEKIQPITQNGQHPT
D1 agonist: agonists of human D1 dopamine receptor. P21728. HEK293 T-REx D1 cells, calcium flux, agonist mode. activation, % at 2 µM. 1% of 360,000 active. AID 504660; also: 0% is about no effect
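Inducible HEK293 T-REx D1 cells, force-coupled to calcium signalling, were plated at 4000 cells/well with tetracycline and held overnight at 30 C. After no-wash calcium dye loading, compound-evoked calcium rise over 180 s flagged agonists.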
D1 antagonist: antagonists of human D1 dopamine receptor. HEK293 TREx D1 cells, calcium flux, dopamine EC80; stronger effect = lower value. activity change, negative = inhibition, % at 10 µM. 3.2% of 360,000 active; in the data active = activity change below about -30%; also: % is scaled to controls: 0 for no effect and ±100 for the full control effect
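Antagonism measured as reduced calcium response to an EC80 dopamine addition following 180 s compound pre-read; cells were inducible HEK293 Trex D1 plated overnight at 30 C, read kinetically at 1 cycle/sec.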
D2 antagonist: D2 dopamine receptor (human) antagonism; 2% of 340,000 active; HEK293 TREx D2 cells, calcium flux, dopamine EC80; inhibition, % at 10 µM; P14416; in the data active = inhibition above about 30%; also: 0% is about no effect
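Calcium mobilization kinetics were recorded at 1 s intervals in tetracycline-induced HEK293 T-REx D2 cells, first for 180 s after compound addition and then 180 s after EC80 dopamine.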
TRHR agonist: activates the human TRH receptor | 0.18% of 360,000 active | AID 493084 | activation, % at 2 µM | P34981 | TRHR cells, calcium flux fluo-8, FDSS agonist mode; also: 0% is about no effect
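TRHR-expressing cells loaded with fluo-8 calcium dye; 23 nL library compound pin-transferred, kinetic FDSS fluorescence (Ex 480/Em 530) recorded about 180 s for agonist-induced calcium release, before a 10 nM TRH EC20 addition for potentiator mode.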
Active calls of the source: *; nt = not tested or not shown; & = joins results of further samples. Rule as the data show it, unless noted: active = activation above about 30%; inactive = the rest. An unsorted share of the library (roughly 7.1% active in at least one column).

nr	molecule	RXFP1 antagonist	TRHR enhancer	D2 ag	D2 PAM	D1 potentiator
1	COc1cc(C(=O)Nc2ccc(C(=O)NCC3CCCO3)cc2)cc(OC)c1OC (stereo not drawn)	0.7	4.2	0.4	1.8	-0.8
2	O=S(=O)(NCC1CC1)c1ccc(F)c(Cl)c1	2.0	-2.8	nt	2.5	3.4
3	C/C(=N/NC(=O)CCc1ccccc1)c1ccco1	-3.3	14.1	1.1	6.7	-1.9
4	O=C(/C=C/c1ccccc1Cl)Nc1ccc2c(c1)C(=O)NC2=O	nt	3.1	-0.1	0.8	0.3
5	COC(=O)CN1C(=O)N/C(=C/c2ccccc2OC)C1=O	-15.3	-7.2	-0.5	-1.4	8.4
6	CCOC(=O)/C(C#N)=C/c1c[nH]c2ccccc12	13.0	-0.7&-3.3	-0.8&0.4	-5.9&-6.3	-1.4&-3.5
7	COCCCNC(=O)Nc1ccc2c(c1)N(C)C(=O)CS2	4.5	-1.1	0.3	-2.0	-3.0
8	Cc1cc(-c2nnc(SCC(=O)Nc3ccccc3Cl)n2C)no1	-1.3	-6.3	-1.0	0.6	0.9

nr	D1 agonist	D1 antagonist	D2 antagonist	TRHR agonist
1	2.1	-3.6	0.7	0.2
2	1.0	-3.9	nt	0.0
3	1.5	-18.2	-17.4	0.3
4	-2.2	5.0	-2.5	0.4
5	4.9	1.8	-11.0	0.2
6	1.1&1.1	-1.3&0.7	-12.6&-12.5	0.7&-0.1
7	0.7	-14.9	-11.1	0.6
8	1.8	-4.4	-12.7	-1.3

More results:
nr	molecule	RXFP1 antagonist	TRHR enhancer	D2 ag	D2 PAM	D1 potentiator
9	CC1CCc2nc3ccccc3c(C(=O)OCC(=O)N(C)C3CCS(=O)(=O)C3)c2C1 (stereo not drawn)	-4.1	-0.3	1.3	7.4	-4.4
10	CCN(CCNC(=O)C1CCCN(c2ncnc3c2nc2n3CCCCC2)C1)Cc1ccccc1 (stereo not drawn)	11.6	1.0	0.2	9.2	1.1
11	COc1ccc(NC(=O)CS(=O)c2ccc(Cl)c(Cl)c2)cc1 (stereo not drawn)	-5.7	4.7	-1.9	9.5	-0.8
12	CCCCN=C1CC(C)(C)CC(=O)/C1=C(/O)CCC	-7.6	-0.1	-1.2	2.4	2.1
13	Cc1cc(C)cc(-n2nnnc2-c2cn(C)nc2C(F)(F)F)c1	4.1	-7.3	-0.3	11.2	-3.9
14	O=C(O)C(Cc1ccccc1)N1C(=O)C2CCCCC2C1=O (stereo not drawn)	6.9	1.8	0.8	-2.5	-1.8
15	Cc1nc(-c2cc(-c3nc(-c4cc(C(F)(F)F)cc(C(F)(F)F)c4)no3)no2)cs1	5.9	3.9	nt	nt	-1.9
16	COc1ccccc1C(=O)NCCCn1cc(Br)c(C)n1	1.8	4.1	0.1	-7.4	11.4

nr	D1 agonist	D1 antagonist	D2 antagonist	TRHR agonist
9	0.4	-2.8	-12.4	-0.5
10	-0.7	-3.6	15.8	0.6
11	7.9	-11.6	8.2	-0.4
12	2.4	11.2	2.1	-0.5
13	6.3	15.9	-11.8	0.7
14	1.5	-26.5	-15.8	1.2
15	2.8	9.7	nt	0.9
16	-0.4	8.0	-5.5	-0.6

(cont.)
nr	molecule	RXFP1 antagonist	TRHR enhancer	D2 ag	D2 PAM	D1 potentiator
17	CN1N=C2c3ccccc3CCC2C1c1ccc(C(F)(F)F)cc1 (stereo not drawn)	6.5	0.4	0.5	1.6	0.9
18	O=C(CN1CCCCCC1)OCCN=C1NS(=O)(=O)c2ccccc21	-2.2	-1.2	0.2	6.0	1.8
19	CCOC(=O)c1sc(=NC(=O)/C=C/c2cccs2)n(C)c1C	-5.7	-0.4	1.0	-3.0	-4.0
20	CC(=O)c1ccc(NC(=O)COc2ccccc2C(=O)Nc2ccccc2)cc1	-29.5	-2.2	2.2	1.8	-10.8
21	O=C(Nc1nc2ccccc2s1)NC1CCCCC1	-1.3	8.7	0.8	21.9	-6.0
22	CCCCC[C@H]1CN(Cc2ccccc2)C(=O)[C@@H]1CC(=O)NCc1ccccc1	nt	-5.5	0.6	6.1	-0.1
23	CCCc1nc2nc(C)c(NS(=O)(=O)c3ccc(C)c(C)c3)c(=O)n2[nH]1	-0.6&4.1	-2.2	0.5	0.7	-0.8
24	Brc1cccc(OCCSc2ncccn2)c1	-3.7	2.3	-2.0	-5.9	-9.3

nr	D1 agonist	D1 antagonist	D2 antagonist	TRHR agonist
17	3.6	-82.4*	1.4	-0.1
18	-3.3	-1.2	-9.4	-0.5
19	-0.7	8.3	15.1	-0.2
20	6.7	-60.7*	7.8	0.9
21	7.3	-6.3	24.9	2.0
22	11.5	16.2	2.7	1.0
23	2.3	-1.0	nt	0.8
24	1.4	16.6	11.0	-0.1

Remaining list, next part:
nr	molecule	RXFP1 antagonist	TRHR enhancer	D2 ag	D2 PAM	D1 potentiator
25	CCOC(=O)NC(=O)CSc1nc2ccc([N+](=O)[O-])cc2[nH]1	-0.4	-0.1	-0.4	25.5	-1.6
26	COC(=O)c1ccccc1S(=O)(=O)NCc1nc2nc(C)cc(C)n2n1	-7.8	1.0	0.2	1.3	-3.5
27	Cn1c(SCc2ccccc2)nc2ccsc2c1=O	-8.5	-1.8	nt	nt	-0.9
28	COc1cccc(CNC(=O)CSc2nc(=O)n(Cc3ccncc3)c3c2CCC3)c1	-2.8	-8.6	-0.5	-12.9	1.3
29	COc1ccccc1C(=O)CSc1nnc(-c2ccco2)o1	0.5	-3.1	-0.6	-5.5	6.5
30	Cc1ccc2nc(CSc3nnc(-c4ccco4)o3)cc(=O)n2c1	-2.1	-3.8	-1.2	-2.3	-1.6
31	COc1ccc(Cl)cc1NC(=O)CN1CCC(n2nnc3ccccc32)CC1	2.2	1.7	0.0	18.2	-8.0
32	CCNS(=O)(=O)c1ccc(CCC(=O)NC2CCCC2)cc1	-9.2	1.4	1.0	7.1	-0.6

nr	D1 agonist	D1 antagonist	D2 antagonist	TRHR agonist
25	1.6	-0.4	9.0	0.0
26	0.0	-6.6	-19.0	0.5
27	4.2	-0.4	nt	-2.1
28	-0.6	-12.2	16.7	-0.3
29	1.6	49.8	-1.3	-1.0
30	-0.8	-7.9	-16.4	-0.8
31	-0.4	-18.2	-23.4	0.1
32	2.7	-11.7	1.0	0.4

(next part)
nr	molecule	RXFP1 antagonist	TRHR enhancer	D2 ag	D2 PAM	D1 potentiator
33	CC(C)(C)C(=O)Nc1nnc(SCC(=O)NCc2cccs2)s1	0.4	5.1	0.3	2.3	1.1
34	C=CCc1cccc2cc(C(=O)N(C)C)c(=O)oc12	-3.5	1.8	nt	nt	2.7
35	COC(=O)c1ccc(COc2ccc(C(=O)c3ccccc3)cc2)o1	-27.9	-5.6	0.5	-3.5	-11.3
36	CCn1cc(C(=O)NCCC2=CCCCC2)c(=O)c2cc(S(=O)(=O)N(C)C)ccc21	nt	-1.1	13.9	-2.8	-3.2
37	C=CCn1c(SC(C)C(=O)NC2CC2)nnc1-c1ccoc1C (stereo not drawn)	-6.6	8.9	-0.1	6.7	-9.1
38	C/C(=N\N=C1/NC(=O)C(C)S1)c1ccc([N+](=O)[O-])cc1 (stereo not drawn)	17.9	3.9	-0.7	15.4	-4.0
39	C[C@@]12C(=O)N(Cc3ccc(-c4ccccc4)cc3)CC(=O)N1[C@H](/C=C/c1ccccc1)[C@@H]1C(=O)N(c3ccccc3)C(=O)[C@@H]12	nt	15.6	0.4	-0.5	-6.2
40	COc1cccc(NC(=O)Cc2ccccc2)c1	nt	3.7	1.7	-1.1	-2.3

nr	D1 agonist	D1 antagonist	D2 antagonist	TRHR agonist
33	1.6	14.2	-18.0	0.9
34	1.4	7.6	nt	-0.2
35	11.9	-12.1	-7.0	0.2
36	4.0	4.6	-5.8	0.0
37	0.0	10.3	2.2	0.3
38	0.9	6.8	-1.6	0.1
39	3.2	1.9	15.5	0.2
40	1.8	-6.9	-8.2	-0.2

(continued)
nr	molecule	RXFP1 antagonist	TRHR enhancer	D2 ag	D2 PAM	D1 potentiator
41	COc1ccc([C@H]2CC(=O)C=C(C#CC(C)(C)C)C2)cc1	nt	-4.5	0.2	15.0	-8.2
42	COC(=O)c1c(NC(=O)CCCOc2ccc(C(C)(C)C)cc2)sc2c1C(C(=O)OC)CC2 (stereo not drawn)	-20.2	-2.4	-1.9	nt	-2.9
43	CCOC(=O)c1c(NC(=O)CCCOc2ccc(C(C)(C)C)cc2)sc2c1CCC2	nt	-2.2	-0.3	-1.1	-0.7
44	COc1cc(OC)cc(C(=O)NNC(=O)C2CCCC2)c1	-11.0	-4.0	-0.1	-2.4	1.4
45	Cc1ccccc1-c1nnc(SCC(=O)N2CCCC2)o1	-9.2	2.4	0.5	-5.6	-5.5
46	Cc1cccnc1NC(=O)c1ccc(NS(=O)(=O)/C=C/c2ccccc2)cc1	-4.8	2.6	1.9	3.8	6.3
47	C[C@@]12C(=O)N(Cc3ccccc3)CC(=O)N1[C@H](/C=C/c1ccccc1)[C@@H]1C(=O)N(c3ccccc3)C(=O)[C@@H]12	nt	-3.2	-1.3	-3.1	15.5
48	CCOC(=O)CC1CCCCN1Cc1nc(-c2ccc(F)c(OC)c2)oc1C (stereo not drawn)	-3.3	-2.6	1.0	-14.1	-3.8

nr	D1 agonist	D1 antagonist	D2 antagonist	TRHR agonist
41	1.9	-25.7	2.1	-0.1
42	9.6	9.1	nt	0.7
43	2.8	-7.2	nt	0.3
44	1.5	0.7	-38.2	-0.4
45	3.4	6.5	6.4	5.6
46	2.1	1.0	0.5	0.3
47	1.4	19.0	-4.6	2.6
48	2.4	-2.6	22.8	3.0

Reprinted at random: three compounds from above
nr	molecule	RXFP1 antagonist	TRHR enhancer	D2 ag	D2 PAM	D1 potentiator
43	CCOC(=O)c1c(NC(=O)CCCOc2ccc(C(C)(C)C)cc2)sc2c1CCC2	nt	-2.2	-0.3	-1.1	-0.7
45	Cc1ccccc1-c1nnc(SCC(=O)N2CCCC2)o1	-9.2	2.4	0.5	-5.6	-5.5
44	COc1cc(OC)cc(C(=O)NNC(=O)C2CCCC2)c1	-11.0	-4.0	-0.1	-2.4	1.4

nr	D1 agonist	D1 antagonist	D2 antagonist	TRHR agonist
43	2.8	-7.2	nt	0.3
45	3.4	6.5	6.4	5.6
44	1.5	0.7	-38.2	-0.4

Further structures
nr	molecule	RXFP1 antagonist	TRHR enhancer	D2 ag	D2 PAM	D1 potentiator
49	CCOC(=O)CSc1nc2ccc(NC(=O)c3ccc(F)cc3)cc2s1	nt	-2.1	-0.7	-14.4	-1.4
50	COc1cccc(-c2nnc(-c3cc4cc(Cl)ccc4oc3=O)o2)c1	-0.9	-5.1	8.5	6.8	-3.1
51	COCC(C)N1C(=O)Cc2c1nc(N)c1c(N)nc(N3CCN(c4ccccc4F)CC3)c(C#N)c21 (stereo not drawn)	-60.1*	3.0	-0.5	-3.1	-8.2
52	CCOC(=O)c1cnc(SC)nc1Sc1ccccc1Cl	-15.0	-2.7	0.2	0.1	0.7
53	Cc1csc(NC(=O)c2cc(-c3ccncc3)nc3ccccc23)n1	-28.9	5.8	1.2	-0.7	-5.0
54	CCCCNC(=S)NNC(=O)c1ccco1	22.2	7.1	0.4	45.9*	-3.0

nr	D1 agonist	D1 antagonist	D2 antagonist	TRHR agonist
49	2.5	-16.0	nt	2.1
50	0.9	30.7	nt	0.8
51	1.0	-2.6	6.8	0.1
52	10.4	4.3	7.5	1.2
53	-2.3	13.4	11.8	-0.3
54	0.7	5.1	4.4	1.0
